Assay outcomes from PubChem BioAssay.
mHtt clearance: compounds clearing mutant huntingtin protein; HeLa Exon1htt(103Q)mCFP, aggregate imaging; zero = plate's median compound well; inhibition, % at 1.5 µM; 47,000 compounds, 0.42% hits; AID 853;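 active means inhibition of aggregate fluorescence above about 70%, also judged a hit by eye on the cell image, limit read from the data, passing the limit was not always enough; inconclusive means no rule stated for this call; inactive means not judged a hit on image review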;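 further: cells exposed to compound for three days before fixation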
mHtt clearance grain fraction: also measured in mHtt clearance; calls as there; fraction fluorescence in grains; measured here: aggregate grain fluorescence fraction; hits give low values;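 scaled fraction of total cell fluorescence in grains with unit not stated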
* = called active by the depositor; ? = inconclusive; · = not tested or not shown. Some of the compounds tested; count on the stated rates, not on these rows.

mHtt clearance	mHtt clearance grain fraction	smiles
2	36	Cc1cccc(-c2nc(CSCC(=O)N3CCN(c4ccccn4)CC3)c(C)o2)c1
26	16	O=C(Nc1cccnc1)c1cc(-c2cccnc2)nc2ccc(Br)cc12
-11	42	Cc1ccc(C)c(S(=O)(=O)Nc2ccc(S(=O)(=O)Nc3onc(C)c3C)cc2)c1
31	16	CCc1ccc(NC(=O)CSc2nnc(-c3cccs3)n2CC)cc1
-6	33	Cc1ccccc1C(=O)Oc1ccc(Br)cc1C(=S)N1CCCC1
3	19	CCOC(=O)C1CCCN(C(=O)C2CC(=O)N(c3ccc(C)cc3)C2)C1 (stereo not given)
24	26	O=C(NC1CCCCCC1)c1ccc(N2CCCC2=O)cc1
16	31	Cc1nonc1NC(=O)Nc1cccnc1
-18	23	CC1(C)CC(=O)c2c(nc3ccccc3c2N)C1
9	33	N#Cc1ccccc1-n1c(N)c(C(=O)N2CCCC2)sc1=S
-55	30	CCN1C(=O)C(O)(C2COC(C)(C)CC2=O)c2cc(Br)ccc21 (stereo not given)
11	15	O=C(c1cc(Cl)ccc1Cl)N1CCN(c2ccccn2)CC1
14	34	Cc1ccc(CNC(=O)CSc2nc3ccccc3c3nc(C)nn23)cc1
-42	51	COc1ccc(NC(=O)CSc2nnc(-c3ccccn3)n2Cc2ccco2)cc1OC
-85	83	COc1cccc(Cn2nnc(C(=O)Nc3cc(C)ccc3OC)c2N)c1
-5	42	Cc1ccc(SCCNC(=O)c2ccccc2)cc1
16	18	CC(C)C12CN3CC(C(C)C)(CN(C1)C3c1ccccc1)C2O (stereo not given)
-4	23	O=C(OCC(=O)N1CCCCC1)c1c[nH]c(=O)[nH]c1=O
-8	41	CCOc1cc(/C=N/NC(=O)COc2ccc(C)cc2)ccc1OC(=O)c1cccs1
-37	26	CC(C)c1ccc(-c2nc(N3CCCCCC3)nc3n[nH]c(N)c23)cc1
19	16	Clc1ccc(Cn2ncc3c(N4CCCCC4)ncnc32)cc1
18	15	CCOC(=O)NC(=O)CSc1nnnn1-c1ccc(Cl)cc1
-50	29	O=C(O)c1cc(/C=N\O)ccc1OCc1ccccc1
-31	40	COC(=O)[C@H](C)NC(=O)Nc1ccc(C)c(C)c1
29	13	C=C(C)c1cccc(C(C)(C)NC(=O)Nc2ncccn2)c1
31	25	COc1ccc(-c2nc3cnccn3c2Nc2ccc(C)cc2)cc1
28	15	Cc1ccccc1Cn1c(=O)n(CCC(=O)NCc2ccc3c(c2)OCO3)c(=O)c2ccccc21
-2	34	COc1ccc(/C(O)=C2/C(=O)C(=O)N(CCCN(C)C)C2c2ccccc2)cc1Cl (stereo not given)
4	15	O=C(O)CN1C(=O)SC(Nc2ccccc2C(=O)O)C1=O (stereo not given)
-5	20	CCn1nc(C)c(NC(=O)/C=C/c2ccc(OC)c(COc3ccc(Br)cc3)c2)c1C
-10	37	CCOc1ccccc1C1NC(=O)NC(C)=C1C(=O)OCc1ccco1 (stereo not given)
-13	18	CC(C)(Oc1ccc(Br)cc1)C(=O)N1CCc2ccccc21
-227	140	O=C(Nc1ccc(N2CCCCC2)cc1)c1ccccc1
-14	22	Cc1[nH]c2ccccc2c1/C=N/n1cnnc1
10	18	Cc1sc2nc(N)sc2c1C
-54	56	O=C(NCc1ccc2c(c1)OCO2)C1CCN(S(=O)(=O)c2cccc3nsnc23)CC1
-10	43	O=C(NCc1ccccc1)C(c1ccc(F)cc1)N(Cc1ccco1)C(=O)c1ccccn1 (stereo not given)
-14	24	S=c1[nH]nc(COc2ccccc2)n1/N=C/c1ccc(Br)s1
-25	56	CCCN1Cc2cccc(C(=O)Nc3ccc(S(=O)(=O)N4CCCCCC4)cc3)c2C1=O
4	32	C/C(=N\Nc1ccc([N+](=O)[O-])cc1)c1cccc(N)c1
-24	22	CC(C)OP(=O)(OC(C)C)C(NC(=O)c1cccc([N+](=O)[O-])c1)C(N)=O (stereo not given)
-48	35	OCCN(CCO)c1ncnc2c1oc1ccc(Br)cc12
49	9.2	O=C(CN(Cc1ccco1)C(=O)c1cc(=O)[nH]c2ccccc12)Nc1ccccc1C(F)(F)F
-8	42	O=C(C1CC(c2cccc(Br)c2)=NO1)N1CCc2ccccc2C1 (stereo not given)
16	19	COCCNC(=O)/C(C#N)=C/c1ccc(-c2ccc(OC)cc2[N+](=O)[O-])o1
-26	24	Cc1ccc(S(=O)(=O)NC(C)C(=O)Nc2ccc(C(N)=O)cc2)cc1 (stereo not given)
-38	30	O=c1oc2ccccc2c2c1ncn2-c1ccccc1
24	29	CS(=O)(=O)Nc1ccc(-c2n[nH]c(=S)n2-c2ccccc2)cc1
-28	51	COc1ccc(NC(=O)c2ccc(COc3ccccc3)o2)cc1
-10	41	CC(C)N(CCNC(=O)C1CCN(S(=O)(=O)N2CCOCC2)CC1)Cc1ccccc1
26	15	Cc1ccc(C(=O)O)cc1S(=O)(=O)N1CCOCC1
-38	25	OC(COc1ccc2cc(Br)ccc2c1)CN1CCN(c2ccccn2)CC1 (stereo not given)
-10	23	N#C/C(=C\c1ccccc1)C(=O)NC(=O)Oc1ccccc1
53	18	CCN(CC)CCCN1C(=O)C(O)=C(C(=O)c2cc3cccc(OC)c3o2)C1c1ccncc1 (stereo not given)
4	33	O=C1C2ON(c3ccccc3)C(c3cccnc3)C2C(=O)N1c1ccc(Cl)c(Cl)c1 (stereo not given)
40	11	COc1ccc(CN(C(=O)CN2C(=O)COc3ccccc32)C2CCCC2)c(OC)c1
-44	47	CCN(C(=O)c1cn(C)c(=O)c2cc(OC)c(OC)cc12)c1cc(C)ccc1C
-25	48	O=C(NC1CCCCC1)C(c1ccc2ncccc2c1)N(Cc1cccs1)C(=O)c1cccs1 (stereo not given)
-18	22	CCOC(=O)Cc1csc(NC(=O)c2cc(OC)cc(OC)c2)n1
34	26	CCOc1cc(C(=S)N2CCOCC2)ccc1O

(continued)
mHtt clearance	mHtt clearance grain fraction	smiles
-6	51	CN(CCC#N)C(=O)Cn1nc(Cc2ccncc2)c2ccccc2c1=O
30	27	CCC(CC)C(=O)c1c[nH]c(C(=O)NCc2ccco2)c1
-76	62	COCCCn1c(SCC(=O)n2c(C)c(C)c3ccccc32)nnc1-c1ccoc1C
2	20	CC(CC(=O)O)CC(=O)Nc1ccccc1C(=O)O (stereo not given)
7	31	c1ccc(Nc2cc(Nc3ccccc3)[nH]n2)cc1
-81	59	COc1ccc(C2N(C(=O)CN3CCOCC3)CCN2S(=O)(=O)c2ccccc2)cc1 (stereo not given)
-24	26	Cc1ccccc1OCC(=O)OCC(=O)c1ccc(OC(=O)c2ccccc2)cc1
-16	40	N#Cc1c2c(c(NCCCN3CCOCC3)n3c1nc1ccccc13)CCC2
11	39	O=C(Nc1ccccc1)N1CCCC(c2nc(-c3ccc(F)cc3)no2)C1 (stereo not given)
-42	44	Cc1ccc(C(=O)N/C(=C\c2cn(-c3ccccc3)nc2-c2ccccc2)C(=O)N2CCOCC2)cc1
14	16	Fc1cccc2sc(Nc3nnc(-c4ccco4)o3)nc12
35	26	COc1cccc(C2C(C(N)=O)=C(C)Nc3nc(-c4cccc(Cl)c4)nn32)c1 (stereo not given)
38	17	Cc1ccc(NC(C)c2cc(Cl)ccc2O)cc1 (stereo not given)
-37	50	CC1COC(c2cccn2Cc2ccccc2Cl)=N1 (stereo not given)
-64	56	COCCCn1c(C2CCCCC2)nc2oc3cc(OC)ccc3c(=O)c2c1=O
61	7.5	Cc1c(C(=O)NCc2cccs2)oc2ccccc12
-29	48	CCOc1ccccc1COC(=O)c1cccc(-n2cnnn2)c1
43	11	O=C(COc1ccccc1)NCC(c1cccs1)N1CCOCC1 (stereo not given)
25	28	CC(C)(C)n1nc2c(c1NC(=O)Cc1ccc(F)cc1)CSC2
-86	30	COc1ccc(CCNC(=O)c2cc(-c3ccc(C)c(C)c3O)n[nH]2)cc1OC
-15	42	COC(=O)c1ccccc1NC(=O)C1CC(c2ccc(F)cc2)=NO1 (stereo not given)
10	15	COc1ccccc1C(=O)Nc1ccccc1C(=O)N1CCCC1
-25	22	CC(C)OC(=O)CCc1nc2ccccc2[nH]c1=O
-18	43	CCCCCn1c(SCCN2CCOCC2)nc2c1c(=O)[nH]c(=O)n2C
15	17	COc1ccc(N2CCN(Cc3oc(CO)cc(=O)c3O)CC2)cc1
-46	53	Cc1onc(-c2ccccc2Cl)c1C(=O)OCN1C(=O)c2ccccc2C1=O
-47	58	O=C(CSc1nnc(CNc2ccc(F)cc2)n1Cc1ccco1)N1CCOCC1
48	9.4	O=C(O)C1CCCN(S(=O)(=O)c2cccs2)C1 (stereo not given)
9	34	O=C(NC1(C(F)(F)F)N=C2SCCN2C1=O)C1CCCCC1 (stereo not given)
-11	52	C#CCn1c(=NC(=O)c2cccs2)sc2cccc(OCC)c21

Compounds listed so far that contain an aryl thioether with sulfur outside any ring:
mHtt clearance	mHtt clearance grain fraction	smiles
31	16	CCc1ccc(NC(=O)CSc2nnc(-c3cccs3)n2CC)cc1
14	34	Cc1ccc(CNC(=O)CSc2nc3ccccc3c3nc(C)nn23)cc1
-42	51	COc1ccc(NC(=O)CSc2nnc(-c3ccccn3)n2Cc2ccco2)cc1OC
-5	42	Cc1ccc(SCCNC(=O)c2ccccc2)cc1
18	15	CCOC(=O)NC(=O)CSc1nnnn1-c1ccc(Cl)cc1
-76	62	COCCCn1c(SCC(=O)n2c(C)c(C)c3ccccc32)nnc1-c1ccoc1C
-18	43	CCCCCn1c(SCCN2CCOCC2)nc2c1c(=O)[nH]c(=O)n2C
-47	58	O=C(CSc1nnc(CNc2ccc(F)cc2)n1Cc1ccco1)N1CCOCC1

Compound profiles, from the list above. Screens in order: mHtt clearance, mHtt clearance grain fraction
Profile of CCOc1ccccc1COC(=O)c1cccc(-n2cnnn2)c1 → -29, 48
Profile of N#Cc1c2c(c(NCCCN3CCOCC3)n3c1nc1ccccc13)CCC2 → -16, 40
Profile of COCCCn1c(SCC(=O)n2c(C)c(C)c3ccccc32)nnc1-c1ccoc1C → -76, 62
Profile of Cc1onc(-c2ccccc2Cl)c1C(=O)OCN1C(=O)c2ccccc2C1=O → -46, 53
Profile of Cc1ccc(C(=O)N/C(=C\c2cn(-c3ccccc3)nc2-c2ccccc2)C(=O)N2CCOCC2)cc1 → -42, 44

(continued)
mHtt clearance	mHtt clearance grain fraction	smiles
13	17	Cc1[nH]nc2c1C1(CCOC1C)C(C#N)=C(N)O2 (stereo not given)
-77	35	CC(C)c1nnc(NC(=O)CCC(=O)NCc2ccc3c(c2)OCO3)s1
-37	27	Cc1ccc(S(=O)(=O)N(CCO)c2cc3c(s2)CCCC3)cc1
25	15	CCn1c(SCc2nc3cc(OC)c(OC)cc3c(=O)[nH]2)nnc1-c1ccncc1
24	29	CCOc1cc(C(=O)Nc2ccc(S(=O)(=O)Nc3cc(C)on3)cc2)cc(OCC)c1OCC
-22	49	Cc1ccc(O)c(N=CC2=C(O)c3ccccc3C2=O)c1
13	43	NC(=O)C1CCN(C(=O)c2ccc(CS(=O)(=O)c3c(Cl)cccc3Cl)o2)CC1
-39	57	COC(=O)C1(C(F)(F)F)N=C(N(C)C)OC(N(C)C)=N1
4	36	O=C(Cn1c(-c2cscn2)nc2ccccc21)Nc1ccccc1F
5	32	O=C(CSc1ccc2nnc(-c3ccccn3)n2n1)N1CCOCC1
-21	21	N=C1N(/N=C/c2ccccc2)C(=Nc2ccccc2)C(=S)N1c1ccccc1
-90	66	Cc1c(N2C(=O)SC(CC(=O)O)C2=O)c(=O)n(-c2ccccc2)n1C (stereo not given)
14	17	Cc1ccc(C)n1C(Cc1ccccc1)C(=O)O (stereo not given)
-7	19	Cc1ccc(-c2cc(C(=O)NCc3ccccn3)no2)cc1
28	21	CCOc1ccc(OCC)c(NC(=O)CN(c2ccc(C)cc2)S(=O)(=O)c2c(C)noc2C)c1
33	14	COc1ccccc1NC(=O)c1ccc2nc(-c3ccccc3)c(-c3ccccc3)nc2c1
7	18	CC(C)CCn1c(=O)c2ccccc2n2c(CN(C)Cc3ccccc3)nnc12
54	14	Cc1ccc(-c2nn(C)c(=O)c3ccccc23)cc1CN1CCOCC1
-13	23	CC1=CCC2C(=O)N(c3nc(C)cc(C)n3)C(=O)C2C1 (stereo not given)
25	16	CON=C1CCN(c2ncc(C(F)(F)F)cc2Cl)CC1
4	17	COC(=O)c1ccc(NC(=O)C2CCCO2)cc1 (stereo not given)
11	27	O=C1NC(c2ccccc2)=NC1(NS(=O)(=O)c1ccccc1)C(F)(F)F (stereo not given)
-103	95	O=C(NCC(c1cccnc1)N1CCN(c2ccccc2F)CC1)c1ccco1 (stereo not given)
15	33	Nc1c(-c2ccccc2)cnc2ncnn12
17	25	COc1ccc(N=Cc2ccc(CNS(=O)(=O)c3ccc(Cl)cc3)o2)cc1
72*	8.9*	CCN1C(=O)c2cccc3c(NC(=O)c4ccc(S(=O)(=O)N5CCOCC5)cc4)ccc1c23
0	20	COCCNC(=O)C(c1cccs1)N(C(=O)Cn1nnc2ccccc21)c1ccccc1 (stereo not given)
0	29	Cn1c(=O)[nH]c(=O)c2c1nc(N1CCOCC1)n2CCN1CCOCC1
-5	40	COC(=O)C1=C(C(C)=O)C(c2ccc(C)cc2)n2nnnc2N1 (stereo not given)
-34	24	O=C(C1CCCN(S(=O)(=O)c2ccc(F)cc2)C1)N1CCCC1 (stereo not given)
?	·	O=C(O)C1CC(c2cccc(Br)c2)=NO1 (stereo not given)
-24	42	Cc1ccccc1-c1nnn(CC(=O)c2ccc(S(=O)(=O)N3CCCC3)cc2)n1
-26	23	COc1cccc(-c2cc(C(F)(F)F)n3nc(N)nc3n2)c1
13	17	O=C(c1ccco1)N1CCN(C(=O)C(c2ccccc2)c2ccccc2)CC1
0	38	CC(C)C(NC(=O)C1CCCCC1)C(=O)N1CCN(c2ccc(F)cc2)CC1 (stereo not given)
